From PubChem BioAssay
TbPYK inhibitor: qHTS of Trypanosoma Brucei Inhibitors | pyruvate kinase (Trypanosoma brucei), Q57TT1 | TbPYK enzyme, Kinase-Glo Plus ATP luminescence, 45 min | Potency, µM (titrated, usually from 76.8 µM), for the others: at the highest dose activity, negative = inhibition, hits mostly inhibitors | 0.12% of 410,000 active | AID 624173, 2012; note: nearly all actives have a fitted effect of over 50% in size
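T. brucei PYK with substrate was exposed to pin-transferred compounds across a concentration series, then started with 130 uM ADP (final). After 45 min at room temperature, Kinase-Glo Plus luminescence was read, normalized and curve-fitted.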
HCV inh: qHTS Assay for Inhibitors of Hepatitis C Virus (HCV); Huh7.5.1 HCVcc-Cre infection, luciferase reporter, 44 h; Potency, µM (highest dose often 41.8 µM), without a hit: at the top dose activity change, negative = inhibition, usual class: inhibitors; 3.4% of 340,000 active
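Infectious HCVcc-Cre (~0.5 moi) was added to cells just after compound, with cells seeded 4 h earlier at 1,000 per well. Luciferase activity after 44 h culture reported infection; substrate was incubated 15 min at room temperature before reading.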
* marks the source's active call; other numbers are inactive results; [ ] = remark or other dose. Calls come from the whole dose curve; as a rule, active = well fitted curve in the direction sought with a large enough effect; inconclusive = small, poorly fitted or top-dose-only effect, or another doubt; inactive = no such curve, though single readings can be large; an effect the other way counts as inactive or inconclusive. % is set by controls: 0 for no effect and ±100 for the full control effect; potency is the fitted concentration of half-maximal effect. Only part of the results is shown, so the mix of outcomes need not match the whole.

How did COc1ccc(-c2c(C#N)c(N)nc3c2CCCC3)cc1OC do in these assays?
TbPYK inhibitor: 0%; HCV inh: -16%

What do the screens show for `O=C(OCCOCn1cc(Br)c(=O)[nH]c1=O)c1ccccc1`?
TbPYK inhibitor: -5%; HCV inh: 7%

What do the screens show for `CCc1nc(N2CCN(S(=O)(=O)c3ccc(Br)cc3)CC2)c2c(C)c(C)sc2n1`?
TbPYK inhibitor: -3%; HCV inh: 13µM*

What do the screens show for `COC(=O)[C@]1(C)N[C@H](CN(C)S(=O)(=O)c2ccc(F)cc2)[C@@H]2C(=O)N(Cc3ccccc3)C(=O)[C@@H]21`?
TbPYK inhibitor: 5%; HCV inh: 12%

What do the screens show for `CN(C)c1ncnc2c1ncn2CCn1cnc2c(N(C)C)ncnc21`?
TbPYK inhibitor: -1%; HCV inh: 7%

Results for O=C(OCCn1c(=S)sc2ccccc21)c1ccccc1 ?
TbPYK inhibitor: -13%; HCV inh: -14%

How did Cc1ccc(C(c2nnnn2C2CCCC2)N2CCN(c3nc4ccccc4s3)CC2)cc1 (stereo unspecified) do in these assays?
TbPYK inhibitor: -2%; HCV inh: 3%

How did COc1cc2cnc(-c3ccccc3)cc2cc1OC do in these assays?
TbPYK inhibitor: -2%; HCV inh: 22µM*

What do the screens show for `CCC/C=C1/CCCOC(C(=O)NCc2ccccn2)(C(F)(F)F)C1` (stereo unspecified)?
TbPYK inhibitor: 4%; HCV inh: -20%[8.37 µM]

Results for CC1(C)COC(c2cc3c(cc2Br)OCO3)OC1 ?
TbPYK inhibitor: 13%; HCV inh: -2%

What do the screens show for `COc1cccc(/C=C/C(=O)OCC(=O)NCc2ccc3c(c2)OCO3)c1`?
TbPYK inhibitor: -5%; HCV inh: 27%

How did CCCC1CCCCC12C(=O)NC(=O)NC2=O (stereo unspecified) do in these assays?
TbPYK inhibitor: -17%; HCV inh: 12%

How did Cc1nnc(NC(=O)c2ccc(S(=O)(=O)N3CCCCC3)cc2)s1 do in these assays?
TbPYK inhibitor: 4%; HCV inh: 2%

What do the screens show for `O=[N+]([O-])c1cc2ccccc2nc1-c1ccccc1`?
TbPYK inhibitor: 9%; HCV inh: -19%

How did CCC(C(=O)NC1CCCC1)n1c2ccccc2c2nc(=O)cc(C)n21 (stereo unspecified) do in these assays?
TbPYK inhibitor: -22%; HCV inh: -6%

Results for CCN(C(=O)CSc1nccc(=O)[nH]1)c1cccc2ccccc12 ?
TbPYK inhibitor: -9%; HCV inh: 8%

Results for COc1ccc(C(=O)N[C@H](C(=O)NC2CCCCC2)C(C)C)cc1 ?
TbPYK inhibitor: -2%; HCV inh: 22%

What do the screens show for `N#Cc1ccccc1S(=O)(=O)N1CCN(C(=O)C2CCCCC2)CC1`?
TbPYK inhibitor: 0%; HCV inh: 11%

How did CNc1ccc(N=Nc2cccc3ncccc23)cc1 do in these assays?
TbPYK inhibitor: -9%; HCV inh: inconclusive

How did C=CCOc1ccc2c(c1)CCC1C2CCC2(C)C(O)C(O)CC12 (stereo unspecified) do in these assays?
TbPYK inhibitor: -11%; HCV inh: -12%

Part of the list above in order of molar mass, ascending:
What do the screens show for `O=[N+]([O-])c1cc2ccccc2nc1-c1ccccc1`?
TbPYK inhibitor: 9%; HCV inh: -19%

How did CNc1ccc(N=Nc2cccc3ncccc23)cc1 do in these assays?
TbPYK inhibitor: -9%; HCV inh: inconclusive

How did COc1cc2cnc(-c3ccccc3)cc2cc1OC do in these assays?
TbPYK inhibitor: -2%; HCV inh: 22µM*

Results for CC1(C)COC(c2cc3c(cc2Br)OCO3)OC1 ?
TbPYK inhibitor: 13%; HCV inh: -2%

How did C=CCOc1ccc2c(c1)CCC1C2CCC2(C)C(O)C(O)CC12 (stereo unspecified) do in these assays?
TbPYK inhibitor: -11%; HCV inh: -12%

Results for COc1ccc(C(=O)N[C@H](C(=O)NC2CCCCC2)C(C)C)cc1 ?
TbPYK inhibitor: -2%; HCV inh: 22%

Results for CCN(C(=O)CSc1nccc(=O)[nH]1)c1cccc2ccccc12 ?
TbPYK inhibitor: -9%; HCV inh: 8%

How did CCC(C(=O)NC1CCCC1)n1c2ccccc2c2nc(=O)cc(C)n21 (stereo unspecified) do in these assays?
TbPYK inhibitor: -22%; HCV inh: -6%

What do the screens show for `N#Cc1ccccc1S(=O)(=O)N1CCN(C(=O)C2CCCCC2)CC1`?
TbPYK inhibitor: 0%; HCV inh: 11%

What do the screens show for `COc1cccc(/C=C/C(=O)OCC(=O)NCc2ccc3c(c2)OCO3)c1`?
TbPYK inhibitor: -5%; HCV inh: 27%

How did Cc1ccc(C(c2nnnn2C2CCCC2)N2CCN(c3nc4ccccc4s3)CC2)cc1 (stereo unspecified) do in these assays?
TbPYK inhibitor: -2%; HCV inh: 3%

Additional results follow:
What do the screens show for `CCCC[C@@H]1CN=C(N)N1CC(C)(C)C`?
TbPYK inhibitor: 4%; HCV inh: 1%

Results for CCN1CCC(O)(C(C(=O)O)c2ccccc2)CC1 (stereo unspecified) ?
TbPYK inhibitor: -1%; HCV inh: -13%

How did COc1ccc(CNC(=O)C[C@H]2C[C@H](C(=O)N3CCOCC3)[C@@]3(C)c4[nH]c5ccc(Cl)cc5c4CCN3C2=O)cc1OC do in these assays?
TbPYK inhibitor: inconclusive; HCV inh: inconclusive

Results for CC[C@]12c3[nH]c4ccccc4c3CCN1C(=O)C(CC(=O)NCCC1=CCCCC1)C[C@@H]2C(=O)N1CCN(C(=O)c2ccco2)CC1 (stereo partly specified) ?
TbPYK inhibitor: -6%; HCV inh: -4%

Results for CCOC(=O)C1=CN2CCCC[C@@H]2CC1=O ?
TbPYK inhibitor: -2%; HCV inh: 0%

What do the screens show for `CCOc1ccc(NC(=O)CN(C)C(=O)C2COc3ccccc3O2)cc1OCC` (stereo unspecified)?
TbPYK inhibitor: 13%; HCV inh: -7%

What do the screens show for `CN(C)c1ccc(C=C2C=Cc3ccccc32)cc1`?
TbPYK inhibitor: -7%; HCV inh: -14%

Results for COc1cccc(CC2(CO)CCCN(Cc3ccc(OC(F)F)cc3)C2)c1 (stereo unspecified) ?
TbPYK inhibitor: 0%; HCV inh: -16%

How did O=[N+]([O-])c1c(O)c(Cl)cc(Cl)c1Cl (tested in a mixture with another compound) do in these assays?
TbPYK inhibitor: -6%; HCV inh: 9%

What do the screens show for `C#CCNC(=O)C1=C[C@H](C(C)(C)C)C[C@H](OCCCCO)O1`?
TbPYK inhibitor: 1%; HCV inh: 9%

Results for N#Cc1ccc(C=NN2CCCCCC2)cc1 ?
TbPYK inhibitor: 0%; HCV inh: 0%

Results for Cc1cc(N)ncc1[N+](=O)[O-] ?
TbPYK inhibitor: -6%; HCV inh: 4%

What do the screens show for `COc1ccccc1N1CCN(c2ccc(S(=O)(=O)N3CCN(C)CC3)cn2)CC1`?
TbPYK inhibitor: 2%; HCV inh: 23%

What do the screens show for `COc1ccc(CNC[C@H]2O[C@@H](n3ccc(=O)[nH]c3=O)[C@H](O)[C@@H]2O)cc1OC`?
TbPYK inhibitor: 0%; HCV inh: 6.3µM*

What do the screens show for `O=C(C[C@H]1C/C=C\C[C@H](Cc2ccc(F)cc2)C(=O)OC[C@@H]2CCCN2C1=O)N[C@H](CO)Cc1ccccc1`?
TbPYK inhibitor: 4%; HCV inh: 8%

What do the screens show for `N#CC(c1ccc(O)cc1)N1CCN(C(C#N)c2ccc(O)cc2)CC1` (stereo unspecified)?
TbPYK inhibitor: -6%; HCV inh: 8%

Results for CCN(CC)C(=O)[C@H]1CC(CC(=O)NC/C=C(\C)CCC=C(C)C)C(=O)N2CCc3c([nH]c4ccc(OC)cc34)[C@]12C (stereo partly specified) ?
TbPYK inhibitor: -3%; HCV inh: inconclusive

How did C=CC[C@@H](CC(=O)N[C@H](CO)Cc1ccccc1)C(=O)NCCOC(=O)[C@@H](CC=C)Cc1ccc(F)cc1 do in these assays?
TbPYK inhibitor: 0%; HCV inh: inconclusive

How did C=CC[C@@H](CC(=O)N[C@H](CO)Cc1ccccc1)C(=O)NC[C@H](OC(=O)[C@@H](CC=C)Cc1ccc(F)cc1)c1ccccc1 do in these assays?
TbPYK inhibitor: 7%; HCV inh: inconclusive

What do the screens show for `Cc1onc(-c2ccccc2)c1C(=O)Nc1cccc(S(=O)(=O)N2CCCCC2)c1`?
TbPYK inhibitor: -2%; HCV inh: -8%

What do the screens show for `COc1ccccc1C(c1c(O)nc(SC)[nH]c1=O)c1c(O)nc(SC)[nH]c1=O`?
TbPYK inhibitor: -21%; HCV inh: -2%

How did C[C@]12c3[nH]c4cc(-c5ccco5)ccc4c3CCN1C(=O)[C@@H](CC(=O)NCCc1ccccn1)C[C@@H]2C(=O)N1CCCCC1 do in these assays?
TbPYK inhibitor: -14%; HCV inh: -20%

How did COc1cc(OC)c2c(-c3cccc(-c4ccc(C#N)cc4)c3)cc(=O)oc2c1 do in these assays?
TbPYK inhibitor: -3%; HCV inh: -3%

How did Cc1nc(C(=O)Nc2ccc(Cl)cc2)sc1C1(C)CC(c2cccc([N+](=O)[O-])c2)=NO1 (stereo unspecified) do in these assays?
TbPYK inhibitor: -1%; HCV inh: inconclusive

How did Cn1c(N)cc(=O)n(C)c1=S do in these assays?
TbPYK inhibitor: -1%; HCV inh: 12%

Results for O=C(CN1C(=O)CSc2ccc(S(=O)(=O)N3CCCCCC3)cc21)NCCc1ccccc1 ?
TbPYK inhibitor: -2%; HCV inh: inconclusive

What do the screens show for `CCC1(NS(=O)(=O)c2ccc(N)cc2)C(=O)N(C)C(=O)N(C)C1=O`?
TbPYK inhibitor: -4%; HCV inh: 5%

What do the screens show for `CCN(CC)S(=O)(=O)c1ccc(N2CCN(C)CC2)c(NC(=O)CN2C(=O)NC3(CCCCC3)C2=O)c1`?
TbPYK inhibitor: 6%; HCV inh: 8%

Results for CC1=C(N2CCCCC2)CCC1=O ?
TbPYK inhibitor: -10%; HCV inh: 5%

Results for COC(=O)C[C@H]1c2ccccc2S(=O)(=O)N1Cc1ccc(OC)cc1 ?
TbPYK inhibitor: -2%; HCV inh: 8%

How did CCN1C(=O)[C@H]2[C@@H](c3ccc(C)cc3)N3C(=O)N(c4cccc(Br)c4)C(=O)[C@@]3(C)[C@H]2C1=O do in these assays?
TbPYK inhibitor: 1%; HCV inh: 4%

How did Cc1cccc(OCCCC(=O)NNC(=O)c2cccc(N(C)C)c2)c1 do in these assays?
TbPYK inhibitor: -14%; HCV inh: 6%

How did COc1cc(C#Cc2c(-c3cncn3C)n(C)c3ccc(-c4cc(OC)c(OC)c(OC)c4)cc23)cc(OC)c1 do in these assays?
TbPYK inhibitor: 1%; HCV inh: 11µM*

What do the screens show for `O=C1N[C@@H](c2ccccc2)COC(=O)[C@H](Cc2ccc(F)cc2)C/C=C\C[C@@H]1CC(=O)N(CCO)Cc1ccccc1`?
TbPYK inhibitor: 2%; HCV inh: inconclusive

Results for C=CCOc1cccc(C(=O)N(C)C2CCCN(Cc3ccccc3F)C2)c1 (stereo unspecified) ?
TbPYK inhibitor: -1%; HCV inh: -18%

How did COC(C/C=C/[C@H](O)[C@@H](C)OCc1ccccc1)OC do in these assays?
TbPYK inhibitor: 3%; HCV inh: -6%[8.37 µM]

How did CCN(CC(=O)NNC(=O)c1ccccc1)Cc1ccc(OC)c(F)c1 do in these assays?
TbPYK inhibitor: 5%; HCV inh: -16%

What do the screens show for `COc1ccc(CN(C)C(=O)COC(=O)c2cc([N+](=O)[O-])ccc2N2CCCC2)c(OC)c1OC`?
TbPYK inhibitor: 3%; HCV inh: inconclusive

How did Cn1cnnc1SCC(=O)NNC(=O)c1ccc([N+](=O)[O-])cc1 do in these assays?
TbPYK inhibitor: 1%; HCV inh: 0%

How did CC(C)(C)OC(=O)C[C@@H]1C/C=C\C[C@H](CC(=O)N(CCO)Cc2ccccc2)C(=O)NC[C@H](c2ccccc2)OC1=O do in these assays?
TbPYK inhibitor: 1%; HCV inh: 11%

How did CC(C)(C)N(Cc1ccccc1)C(=O)COC(=O)c1ccc(N2CCCC2=O)cc1 do in these assays?
TbPYK inhibitor: 6%; HCV inh: 4%

What do the screens show for `CN(C(=O)c1cccc(NC(=O)Cc2ccc(NC(=O)C3CCN(C(=O)c4ccccc4)CC3)cc2)c1)C1CCCCC1`?
TbPYK inhibitor: -8%; HCV inh: 42%[activator][8.37 µM]

Results for CCc1cccc(-n2c(SCC(=O)c3c(N)n(C4CC4)c(=O)[nH]c3=O)nnc2N2CCOCC2)c1 ?
TbPYK inhibitor: 5%; HCV inh: 5%

What do the screens show for `O=C1CCC[C@@H]2C[C@@]3(C[C@@H]4CCN1[C@H]24)Nc1cc(Cl)c(Cl)cc1NC3=NCc1ccccc1`?
TbPYK inhibitor: -7%; HCV inh: inconclusive

Results for CC(Nc1nc(-c2ccc(F)cc2)cs1)c1nc2cc(Cl)c(N3CCCCC3)cc2n1CCCO (stereo unspecified) ?
TbPYK inhibitor: -7%; HCV inh: inconclusive

What do the screens show for `CN(C)c1ccc(C=C2SC(=S)NC2=O)cc1`?
TbPYK inhibitor: -13%; HCV inh: 3%

What do the screens show for `CCn1c2ccccc2c2cc(C#N)c(N)nc21`?
TbPYK inhibitor: 1%; HCV inh: 13µM*
